# Assay outcomes: PubChem, several laboratories
# NPR2 activator: human GC-B receptor activators, primary screen, HEK293 GC-B cells, cGMP TR-FRET, EC30 CNP | 0% at EC30 CNP, 100% saturating CNP | activation, % at 10 µM | hit rate 0.11% among 370,000 | AID 1920062, 2024;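 active means activation at 10 µM reaching about 35% in either raw or pattern-adjusted values, limit read from the data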
# Tn6 DDE FP: inhibitors of Tn6 peptide binding to fibrin DD(E), primary screen, biochemical, fluorescence polarization, human fibrin, Tn6 probe | inhibition, % at 8.3 µM | hit rate 0.21% among 370,000 | Fibrin DD(E) TRITC-Tn6 fluorescence polarization displacement | Fibrinogen beta chain (Homo sapiens), P02675 | AID 720509, 2013;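 active means inhibition above a per-campaign cutoff: mean of compounds within control limits plus 3 SD, cut at about 15% in these data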;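 further: 0% = median of all compound wells on the plate and 100% = blocking peptide control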
# rCAG RNA binder: binders of r(CAG) RNA repeats, primary screen, biochemical, fluorescence; r(CAG) RNA repeat, TO-PRO-1 dye displacement fluorescence; hit rate 1.3% among 370,000; inhibition, % at 3 µM; AID 651821, 2012;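 active means inhibition above the plate cutoff, the mean of all test compounds on that plate plus 3 SD, cut at about 35% in these data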;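 further: 0% = DMSO alone and 100% = 100 µM mitoxantrone as full dye displacement; higher means more dye released from RNA so lower well fluorescence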
# ASAP1 GAP inh: inhibitors of human ASAP1 ArfGAP activity, primary screen, biochemical, fluorescence polarization. Arf-GAP with SH3 domain, ANK repeat and PH domain-containing protein 1 (Homo sapiens), …. ASAP1-stimulated ARF1 GTP hydrolysis, GDP FP detection. inhibition, % at 16.5 µM. hit rate 0.19% among 360,000. AID 624377, 2012; in the data active means inhibition above about 25%;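 further: 0% = vehicle with enzyme and substrate and 100% = no enzyme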
# GC-A act: GC-A stimulated cGMP production enhancers – HEK293 GC-A cells, cGMP TR-FRET, EC30 ANP, primary screen; 0% at EC30 ANP, 100% saturating ANP; activation, % at 10 µM; hit rate 0.14% among 370,000; in the data active means activation above about 40%
# sPLA2-III inh: human group III sPLA2 inhibitors, primary screen, biochemical, QFRET, BODIPY PC-A2 liposome substrate; inhibition, % at 12.2 µM; hit rate 0.56% among 370,000; QFRET BODIPY PC-A2 liposome hydrolysis, fluorescence;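 active means inhibition above mean plus 3 SD of compounds lying within the high and low control bounds, cut at about 19% in these data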;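 further: 0% = median of test compound wells and 100% = no enzyme DMSO wells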
# ADAM10 inh: human ADAM10 inhibitors, primary screen, biochemical, QFRET, HTS. Disintegrin and metalloproteinase domain-containing protein 10 (Homo sapiens), O14672. recombinant ADAM10, EDANS/DABCYL FRET peptide cleavage, 3 h. inhibition, % at 7 µM. hit rate 0.62% among 370,000;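 active means inhibition above a per-campaign cutoff equal to the mean of compounds falling between control-based bounds plus 3 SD, cut at about 20% in these data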;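 further: 0% = DMSO wells while the 100% control is not disclosed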
# Target sequence (O14672 214-748 limits assumed): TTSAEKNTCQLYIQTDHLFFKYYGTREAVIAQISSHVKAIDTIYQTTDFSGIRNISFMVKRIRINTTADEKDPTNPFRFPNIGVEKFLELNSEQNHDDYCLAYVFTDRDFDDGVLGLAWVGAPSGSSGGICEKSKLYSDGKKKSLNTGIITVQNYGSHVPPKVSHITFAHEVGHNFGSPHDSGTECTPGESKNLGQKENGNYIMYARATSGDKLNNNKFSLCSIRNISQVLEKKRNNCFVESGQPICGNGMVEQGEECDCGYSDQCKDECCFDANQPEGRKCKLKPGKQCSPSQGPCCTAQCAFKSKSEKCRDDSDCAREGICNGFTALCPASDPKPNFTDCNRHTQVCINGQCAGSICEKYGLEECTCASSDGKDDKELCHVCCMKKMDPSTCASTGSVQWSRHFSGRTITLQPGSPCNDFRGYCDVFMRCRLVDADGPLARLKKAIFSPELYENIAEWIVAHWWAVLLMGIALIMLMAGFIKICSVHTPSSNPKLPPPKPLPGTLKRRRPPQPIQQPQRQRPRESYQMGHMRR
# proKLK7 act: proKLK7 zymogen activators, primary screen, biochemical, fluorescence intensity; Kallikrein-7 (Homo sapiens), P49862; purified proKLK7, EDANS-DABCYL substrate fluorescence; 100% is mature enzyme control, 0% vehicle; activation, % at 7 µM; hit rate 0.9% among 370,000;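 active means activation above the mean of all tested compounds plus 3 SD, computed per campaign excluding outliers beyond control limits, cut at about 13% in these data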
# Target sequence (P49862 whole entry, looked up): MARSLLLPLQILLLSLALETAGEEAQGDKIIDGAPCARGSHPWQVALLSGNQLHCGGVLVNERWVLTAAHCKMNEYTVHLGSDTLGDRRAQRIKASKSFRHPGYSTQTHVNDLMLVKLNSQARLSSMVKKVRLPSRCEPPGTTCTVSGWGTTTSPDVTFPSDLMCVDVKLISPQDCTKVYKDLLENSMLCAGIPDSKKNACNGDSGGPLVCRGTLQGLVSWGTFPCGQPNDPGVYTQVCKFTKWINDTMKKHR
# FXN GAA850 act: FXN promoter activators, primary screen, cell-based, luciferase luminescence, HEK293 lucGAA850 | AID 540364, 2011 | hit rate 0.56% among 360,000 | activation, % at 6 µM | HEK293 lucGAA850 FXN promoter luciferase reporter, 24 h; percent of 10 µM SAHA response;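 active means activation above the average of all compounds screened plus 3 SD, cutoff fixed separately per campaign, cut at about 7.5% in these data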;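 further: 0% = DMSO wells and 100% = 10 µM SAHA wells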
# ARFGAP1 inh: inhibitors of rat ARFGAP1 GAP activity, primary screen, biochemical, fluorescence polarization, GDP tracer | inhibition, % at 16.5 µM | Arfgap1-stimulated ARF1 GTP hydrolysis, GDP FP detection | hit rate 0.26% among 360,000 | ADP-ribosylation factor GTPase-activating protein 1 (Rattus norvegicus), Q62848;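 active means inhibition above a per-plate limit, mean inhibition of low control wells plus 3 SD, cut at about 25% in these data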;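 further: 0% = DMSO wells with enzyme and 100% = wells lacking Arfgap1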
# Target sequence (Q62848 1-136 limits assumed): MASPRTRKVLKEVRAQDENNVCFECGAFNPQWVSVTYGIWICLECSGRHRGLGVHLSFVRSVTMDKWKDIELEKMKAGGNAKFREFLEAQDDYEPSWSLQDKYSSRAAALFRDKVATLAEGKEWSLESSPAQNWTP
#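 Material: rat Arfgap1 catalytic domain, aa 1-136; also added: human ARF1(Δ1-17)-GTP substrate; compound dosing: one concentration, 16.5 µM, DMSO 1.26%; incubation: GTP hydrolysis reaction 2 h at 25 °C; measured by: Tracer-displacement fluorescence polarization with EDTA stop, 620/688 nm; evaluation: % inhibition from polarization; repeats: one replicate per compound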
# * hit, by the source's call; i = inactive; . = not tested or not shown.
SMILES,NPR2 activator,Tn6 DDE FP,rCAG RNA binder,ASAP1 GAP inh,GC-A act,sPLA2-III inh,ADAM10 inh,proKLK7 act,FXN GAA850 act,ARFGAP1 inh
Cc1ccc(NC(=O)c2cccc3c2C(=O)N(C2CCCCC2)C3)cc1,-4,-10,1,-14,2,5,-9,0.4,0.3,8
COc1cc(/C=N/NC(=O)c2ccccn2)ccc1OC(=O)c1ccccc1Br,6,0,-1,4,6,-1,1,-0.3,-0.5,16
COc1ccc(C2C(C#N)=C(N)OC3=C2C(=O)CC(C)(C)C3)c(OC)c1OC (stereo not drawn),1,0,-3,0,-2,10,-8,0.2,-0.7,-7
CCOc1ccc(C2C(C#N)=C(N)N(N(C)C)C3=C2C(=O)CC(C)(C)C3)cc1 (stereo not drawn),-1,2,-1,10,-5,-2,-1,-0.2,0.6,-2
COc1ccc(/C(N)=N/OC(=O)c2ccc(C)c([N+](=O)[O-])c2)cc1OC,-15,1,4,-23,-1,4,5,-0.5,0.0,3
O=C(Nc1ccc(C(=O)NC2CCCCC2)cc1)c1cccnc1,1,5,-4,5,0,3,-7,0.5,-0.1,5
CCOC(=O)c1c(C)[nH]c(C)c1S(=O)(=O)N(C)CC(=O)NCc1cccc(C)c1,-3,2,-10,12,-7,6,0,-0.1,0.1,12
O=C(N/N=C1\SCC(=O)N1CCc1ccccc1)c1cccs1,-2,0,0,-4,0,8,-1,1.2,1.9,7
O=C(COc1ccc(Cl)cc1)N1CCN(c2ncccn2)CC1,2,1,3,-5,-5,-2,1,0.1,4.2,10
O=[N+]([O-])c1cc(/C=N/n2cnnc2)ccc1N1CCCC1,1,3,2,3,14,8,-1,0.2,0.8,13
COc1ccc(S(=O)(=O)NCC2CCCN(C(=O)c3cccs3)C2)cc1 (stereo not drawn),-1,-2,3,1,1,6,9,-0.2,0.7,0
COCCN(C(=O)COC(=O)Cc1cccc(OC)c1)c1c(N)n(CC(C)C)c(=O)[nH]c1=O,2,0,-5,-12,1,4,-8,0.2,2.0,0
c1ccc2c(N3CCOCC3)nc(-c3ccncc3)nc2c1,-8,3,-3,5,-9,-2,1,-0.5,4.2,-7
Cn1c(CC(=O)Nc2ccccc2)nnc1SCC(=O)c1ccccc1,6,1,-1,-3,3,-4,2,0.4,1.1,-5
CN(C)/C=C/C(=O)c1cc(F)cc(C(F)(F)F)c1,3,-2,3,-7,0,-7,-6,0.6,1.9,-3
COc1cc(C)ccc1S(=O)(=O)NC1CC(C)(C)NC(C)(C)C1,1,-2,7,-7,-2,1,-6,-0.7,-1.9,12
Cc1nn(C)c(C(=O)NC(=S)Nc2ccccc2O)c1Cl,-1,1,7,-7,0,8,4,0.7,0.8,-2
Cc1cc(NC(=O)COC(=O)c2cccc(S(=O)(=O)N3CCOCC3)c2)no1,2,4,0,-6,-1,8,2,0.2,3.2,13
CCc1ccc(OCc2nnc(SCCN3CCOCC3)n2C)cc1,1,0,-7,4,-2,2,-1,-0.1,-1.5,3
N#Cc1c(-c2cccs2)cc(C2CC2)nc1SCC(N)=O,2,2,-2,6,-2,35*,-9,-1.0,4.4,7
O=C(NCc1ccc(Cl)c(Cl)c1)c1cc(C2CCCCN2C(=O)OCCF)on1 (stereo not drawn),0,7,1,-4,5,-16,11,0.1,-0.1,-9
N#Cc1sc2nc(-c3cccs3)cc(-c3ccc(F)cc3)c2c1N,5,-5,8,1,18,1,-97,-1.1,4.9,3
N#CCC(C(=O)c1cccnc1)c1ccccc1 (stereo not drawn),1,0,1,-3,-1,-1,7,-0.1,-1.1,-10
Cc1ccc(CNS(=O)(=O)c2c(C)[nH]c(=O)[nH]c2=O)cc1,6,2,2,-3,7,-6,-3,0.5,0.0,-7
COc1cccc(/C=N/NC(=O)C(=O)NCc2cccnc2)c1,5,9,-4,2,2,6,6,0.6,0.6,-1
O=S(=O)(c1cccc(F)c1)N1CCN(C(=S)NCc2ccccc2)CC1,-1,-5,-2,-2,2,3,-8,-0.1,-0.8,-2
O=C(COc1ccccc1Br)N1CCNC1=O,-2,0,0,-5,3,0,-3,-0.3,-1.3,-6
CCOc1ccccc1NC(=O)COC(=O)c1nc2nccc(C)n2n1,-3,1,1,-7,1,12,-6,-0.2,-0.1,-9
O=c1cc(NC2CCCCCC2)[nH]c(=O)[nH]1,2,2,0,0,-3,-3,0,-0.1,0.5,-7
COc1ccc(CCNC(=O)Cc2nn(C)c(=O)c3ccccc23)cc1OC,-2,-6,-1,14,-3,-1,4,-0.2,-1.9,2
Cc1ccc(CNC(=O)[C@H]2O[C@@H](n3ccc(N)nc3=O)[C@H](O)[C@@H]2O)o1,-1,-2,2,-3,3,6,-2,0.4,.,-5
CCOC(=O)C1(Cc2cccc(Cl)c2)CCCN(C(=O)c2cn[nH]c2)C1 (stereo not drawn),7,1,-6,1,2,-12,0,0.5,2.5,-4
O=C(NC1CCCCC1)c1ccc(-c2cn[nH]c2)c2ccoc12,5,4,0,4,-1,-32,-33,-0.1,6.3,-12
Cc1csc(NC(=O)c2ccc(C)o2)n1,0,1,7,-3,5,15,8,-0.5,1.1,-6
CC[C@]12c3[nH]c4ccc(Cl)cc4c3CCN1C(=O)[C@@H](CC(=O)NCCC1=CCCCC1)C[C@@H]2C(=O)N1CCN(C(=O)C2CC2)CC1,1,-1,3,4,-2,6,-1,0.1,-0.3,8
CCS(=O)(=O)NCCCc1ccccc1,3,6,-1,-13,2,4,-9,-0.1,1.1,11
Cc1oc(-c2cccs2)nc1CN1CCN(CCC(C)C)C(CCO)C1 (stereo not drawn),1,-1,-4,-18,3,-4,-27,0.3,-0.6,0
COc1ccc(N=C2O/C(=C/c3sc(=S)n(CC4CCCO4)c3O)N=C2C#N)cc1 (stereo not drawn),0,5,6,-18,1,0,-3,0.8,-0.1,1
CN1CCc2c(sc3nc(SCC(=O)N4CCCCC4)n(-c4ccccc4)c(=O)c23)C1,-3,1,-2,6,8,-3,-143,-6.4,2.7,-2
O=C(Nc1ccc(Cl)cc1)Nc1nnc(-c2ccncc2)s1,1,4,16,4,1,3,-6,0.2,-2.0,13
O=C(NC(=S)Nc1cccc(Cl)c1)c1cncc(Br)c1,-2,8,0,0,3,-1,-5,-0.2,-0.4,8
CC(=NNC(=S)Nc1ccccc1Cl)c1ccccn1,1,1,8,-6,4,13,1,-0.6,14*,7
CC(C)CNC(=S)N1CCN(C)CC1,4,1,2,4,5,9,-11,-0.4,-1.4,3
COc1ccc2c(c1OC)C(=O)OC2Nc1nc(-c2cccc([N+](=O)[O-])c2)cs1 (stereo not drawn),1,1,-1,-8,7,10,-8,-0.2,2.0,7
COc1ccc2nc(NC(=O)CC3Oc4ccccc4NC3=O)sc2c1 (stereo not drawn),-8,-2,3,12,1,2,-6,0.7,1.2,11
CCOC(=O)Cc1csc(/C(=N/O)C(N)=O)n1,-2,-1,-3,2,0,-5,-2,-0.4,-1.4,-4
COc1ccccc1N1CCN(C(=O)C(C)CS(=O)(=O)c2ccc3c(c2)NC(=O)CS3)CC1 (stereo not drawn),4,-4,4,2,0,-17,6,0.0,-1.1,1
CCCCNC(=O)C1(C)CCN1C(=O)c1ccc(OC)c(C(F)(F)F)c1 (stereo not drawn),0,7,-4,-4,5,13,-11,-0.7,-0.5,7
CCN1C(=O)/C(=C2/Sc3ccc(OC)cc3N2C)SC1=Nc1cccc(O)c1,8,6,8,1,9,3,-8,0.1,-1.7,-3
Cn1c2ccccc2c(=O)c2cc(C#CC3=CCCCC3)ccc21,-2,5,20,4,1,-3,i,-2.3,-1.1,-1
CCc1ccc(CN(C)C(=O)c2cc(COc3cccc(C(F)(F)F)c3)on2)nc1,-5,1,-8,-12,0,-21,10,-0.2,2.5,-7
Cc1ccccc1-n1c(SCC(=O)c2c(N)n(C)c(=O)n(C)c2=O)nnc1-c1cccnc1,0,-5,-3,10,4,2,-8,0.1,0.5,4
O=C(O)C1CCCN1S(=O)(=O)c1ccc(Br)cc1 (stereo not drawn),5,12,0,11,4,17,6,-0.8,-0.4,-1
Oc1c(Cl)cc(Cl)cc1C1Nc2ccccc2-n2cccc21 (stereo not drawn),0,-8,2,-3,-2,-8,-9,-0.6,-0.3,-1
O=C(O)c1cc2c(cc1Br)OCCCO2,0,-4,0,9,-1,-2,-2,-0.3,2.0,2
COCCNc1nc2ccccc2n2cnnc12,2,-8,-2,-2,-1,2,-8,-0.4,1.1,-6
Cc1cc(C)cc(-n2ncc3c2CCCC3NC(=O)C2(C(N)=O)CC2)c1 (stereo not drawn),-4,1,-4,-12,3,-2,-4,-0.1,1.8,5
Clc1ccc(-c2nnc3ccccn23)cc1,3,9,5,-21,3,0,7,-0.7,0.5,-13
CC(NC(=O)COc1ccccc1)C(=O)NCc1ccccc1Cl (stereo not drawn),-1,-2,2,12,2,13,-19,0.0,0.6,13
CC(C)N1CCC(N2CCN(Cc3cc(F)ccc3-n3cccn3)CC2CCO)CC1 (stereo not drawn),6,-5,-5,-13,-1,3,-5,0.0,0.6,7
Fc1ccc(Cn2c(-c3cscn3)nc3ccccc32)c(Cl)c1,28,3,-1,-4,30,1,-2,0.9,1.2,9
CN(CCN1CCOCC1)C(=O)CC1C(=O)NCCN1Cc1ccccc1C(F)(F)F (stereo not drawn),0,-3,-1,-5,4,4,0,-0.4,-1.2,9
CCN1CCCC1CNC(=O)C(=O)NCc1ccccc1 (stereo not drawn),-5,10,0,-4,1,0,1,0.1,1.0,-7

# 4 compounds from above, ordered by the number in NPR2 activator, descending.
smiles | NPR2 activator | Tn6 DDE FP | ASAP1 GAP inh | GC-A act | sPLA2-III inh | ADAM10 inh | proKLK7 act | FXN GAA850 act | ARFGAP1 inh
CCN1C(=O)/C(=C2/Sc3ccc(OC)cc3N2C)SC1=Nc1cccc(O)c1 | 8 | 6 | 1 | 9 | 3 | -8 | 0.1 | -1.7 | -3
COc1ccc2c(c1OC)C(=O)OC2Nc1nc(-c2cccc([N+](=O)[O-])c2)cs1 (stereo not drawn) | 1 | 1 | -8 | 7 | 10 | -8 | -0.2 | 2.0 | 7
Oc1c(Cl)cc(Cl)cc1C1Nc2ccccc2-n2cccc21 (stereo not drawn) | 0 | -8 | -3 | -2 | -8 | -9 | -0.6 | -0.3 | -1
CCN1CCCC1CNC(=O)C(=O)NCc1ccccc1 (stereo not drawn) | -5 | 10 | -4 | 1 | 0 | 1 | 0.1 | 1.0 | -7
